Rad51 HR inh = Rad51 (human) homologous recombination inhibition. AID 1385. inhibition, % at 10 µM. hRad51 DNA strand exchange, fluorescence dequenching. actives 0.085% (n = 200,000). Q06609;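 active = inhibition above 40% at the single screening dose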;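 also: 0% = DMSO control wells and 100% = blanks with heterologous ssDNA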
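material = hRad51 filaments on single-stranded DNA | timing = filaments 15 min 37 °C, then compound 30 min | signal = FRET fluorescence dequenching, excitation 485 nm, emission 520 nm | benchmarks = control wells and blank wells on each plate | evaluation = percent inhibition relative to plate controls and blanks | compound = 10 µM final, single point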
Hck Nef HTS = human Hck-Nef kinase inhibition; Recombinant Hck-YEEI plus Nef, Z-Lyte FRET kinase assay; inhibition, % at 20 µM; actives 0.68% (n = 220,000); AID 463187;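 active = Hck-Nef kinase inhibition above about 50%, limit read from the data; inactive = inhibition below that limit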;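 also: 0% = DMSO with Hck plus Nef and 100% = Hck alone without Nef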
hK5 inh = inhibitors of human kallikrein 5; Q9Y337; recombinant hK5, fluorogenic AMC substrate cleavage; inhibition, % at 5 µM; actives 0.59% (n = 210,000); AID 873;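 active = inhibition of 40% or more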;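 also: 0% = enzyme controls without compound and 100% = no-enzyme blanks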
Target sequence (Q9Y337 67-293 limits assumed): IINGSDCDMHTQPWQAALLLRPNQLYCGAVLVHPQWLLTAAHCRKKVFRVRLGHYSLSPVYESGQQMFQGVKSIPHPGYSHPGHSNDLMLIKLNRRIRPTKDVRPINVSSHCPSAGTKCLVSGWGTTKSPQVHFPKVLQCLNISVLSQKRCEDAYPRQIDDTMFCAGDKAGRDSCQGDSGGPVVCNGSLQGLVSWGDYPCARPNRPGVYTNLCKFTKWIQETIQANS
KCC2 mod = KCC2 (human) Cl- transport modulation. actives 2.2% (n = 190,000). Q9H2X9. KCC2 cells, thallium flux FluoZin-2 fluorescence. AID 1456. B-score of Tl+ flux slope (higher = more flux/activation; lower = inhibition) at 10 µM;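 active = thallium flux slope and its plate-corrected score both differing from the plate sample mean at a set confidence after two filtering rounds, in either direction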;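 also: slope of fluorescence scaled to starting intensity during 10 to 20 s after thallium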
zVAD death inh = blocks zVAD induced death of L929 cells; L929 zVAD necroptosis rescue, ATP luminescence, 24 h; with zVAD 60 µM; viability rescue, % at 10 µM; actives 0.38% (n = 220,000);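 active = activation, scaled between plate controls, above about 75%, limit read from the data; inactive = activation under that limit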;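 also: 0% = zVAD with DMSO and 100% = DMSO alone without zVAD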
FXIa inh = factor XIa (human) inhibition. actives 0.14% (n = 220,000). purified FXIa, Boc-Glu-Ala-Arg-AMC fluorogenic substrate. AID 798. inhibition, % at 5 µM;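 active = inhibition of at least 40%; inactive = inhibition below 40%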;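 also: fluorescence of freed AMC excited at 355 nm; 0% = enzyme without compound and 100% = no enzyme blank; many of its hits are not listed in these tables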
Target sequence (P03951 19-387 limits assumed): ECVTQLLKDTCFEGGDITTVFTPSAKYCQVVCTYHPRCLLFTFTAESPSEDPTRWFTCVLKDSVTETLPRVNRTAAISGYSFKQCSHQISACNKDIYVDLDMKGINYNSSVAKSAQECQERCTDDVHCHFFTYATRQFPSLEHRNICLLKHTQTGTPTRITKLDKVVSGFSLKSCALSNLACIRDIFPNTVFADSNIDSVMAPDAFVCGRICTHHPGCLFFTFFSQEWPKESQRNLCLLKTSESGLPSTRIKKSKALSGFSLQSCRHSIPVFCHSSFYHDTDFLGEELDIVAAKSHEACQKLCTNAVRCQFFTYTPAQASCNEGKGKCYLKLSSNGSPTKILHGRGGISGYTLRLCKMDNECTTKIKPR
Target sequence (P03951 388-625 limits assumed): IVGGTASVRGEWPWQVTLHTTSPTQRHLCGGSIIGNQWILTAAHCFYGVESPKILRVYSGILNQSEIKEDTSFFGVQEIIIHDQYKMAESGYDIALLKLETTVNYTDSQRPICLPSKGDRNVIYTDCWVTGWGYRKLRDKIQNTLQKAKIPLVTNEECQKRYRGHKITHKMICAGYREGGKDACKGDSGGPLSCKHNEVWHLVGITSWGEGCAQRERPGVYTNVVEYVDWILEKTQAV
TNF death inh = inhibitors of TNF-alpha induced necroptosis in Jurkat FADD-/- cells. actives 0.068% (n = 220,000). Jurkat FADD-/- TNF necroptosis rescue, ATP luminescence, 24 h; 0 = TNF only, 100 = no-TNF cells. AID 463075. activation (protection from cell death), % at 10 µM;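 active = activation, meaning protection from cell death, of at least 50% relative to plate controls; inactive = activation below 50%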;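 also: necroptosis triggered by 40 ng/mL TNF-alpha added together with compound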
FXIIa inh = factor XIIa (human) inhibition; actives 0.3% (n = 220,000); AID 800; P00748; purified FXIIa, Boc-QGR-AMC fluorogenic substrate, 2 h; inhibition, % at 5 µM; in the data active = inhibition above about 40%;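 also: 0% = enzyme with no compound and 100% = blank without enzyme; many of its hits are not listed in these tables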
Thrombin inh = blocks human thrombin protease activity; P00734; alpha-thrombin, Boc-VPR-AMC fluorogenic substrate cleavage; inhibition, % at 5 µM; actives 0.26% (n = 220,000);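 active = inhibition at or above 40%; inactive = inhibition below 40%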;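 also: 0% = enzyme with no compound and 100% = wells without enzyme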
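System: human alpha-thrombin protein; Compound dosing: one concentration per compound, 5 µM, with 0.2% DMSO; Timing: reaction at room temperature; Technique: AMC fluorescence, 355/460 nm; Controls: enzyme without compound as high, wells lacking enzyme as low.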
The depositor's hits bear a star. A portion of the library; the hit share may differ from the screen's.

`O=C(c1c(Cl)nc2sccn12)N1CCCc2ccccc21` gave Rad51 HR inh 16.4, Hck Nef HTS 2.7, hK5 inh -3.7, KCC2 mod -0.597, zVAD death inh -1.0, FXIa inh 7.7, TNF death inh -0.6, FXIIa inh 19.3 and Thrombin inh 3.1.
`S=C(NCCN1CCOCC1)Nc1cccc(Cl)c1` gave Rad51 HR inh 23.3, Hck Nef HTS -0.8, hK5 inh -9.9, zVAD death inh -0.1, FXIa inh -2.5, TNF death inh -3.8, FXIIa inh 9.1 and Thrombin inh -6.1.
`CCCN1Cc2cccc(C(=O)N3CCN(c4ccccc4)CC3)c2C1=O` gave Rad51 HR inh 0.2, Hck Nef HTS 0.1, hK5 inh -4.4, KCC2 mod 0.855, zVAD death inh 0.3, FXIa inh -4.6, TNF death inh -0.8, FXIIa inh 4.7 and Thrombin inh -3.1.
O=C1C(=O)N(CCN2CCOCC2)C(c2cccnc2)/C1=C(/O)c1ccccc1 (stereo not drawn) was read as Rad51 HR inh 0.9, Hck Nef HTS 17.3, hK5 inh -0.6, zVAD death inh 0.8, FXIa inh 11.5, TNF death inh 0.4, FXIIa inh 6.1 and Thrombin inh -13.7.
`O=S(=O)(NC1CCCCC1Oc1ccccc1)c1ccc(Cl)cc1` (stereo not drawn) gave Rad51 HR inh -0.1, Hck Nef HTS 3.4, hK5 inh -13.6, KCC2 mod -0.0212, zVAD death inh -0.4, FXIa inh 5.9, TNF death inh 0.4, FXIIa inh 13.5 and Thrombin inh 2.1.
`Cc1cc(C)nc(SCc2nnc(SCC(=O)OC3CCCCC3)o2)n1` gave Rad51 HR inh -135.2, Hck Nef HTS 4.0, hK5 inh -1.5, KCC2 mod -1.04, zVAD death inh 0.3, FXIa inh 4.2, TNF death inh -0.2, FXIIa inh 12.9 and Thrombin inh -4.8.
COc1ccc([C@H]2C=C(C(=O)O)O[C@@H](OCc3ccc(CO)cc3)C2)cc1 was read as Rad51 HR inh 4.8, Hck Nef HTS 30.4, hK5 inh 0.4, KCC2 mod -0.504, zVAD death inh 0.9, FXIa inh 0.5, TNF death inh 0.2, FXIIa inh 6.9 and Thrombin inh -5.7.
`Cc1ccccc1C(=O)NNc1ncnc2c1cnn2C` gave Rad51 HR inh 8.3, Hck Nef HTS 30.8, hK5 inh -5.7, KCC2 mod -0.788, zVAD death inh 1.2, FXIa inh -2.9, TNF death inh 1.7, FXIIa inh 2.8 and Thrombin inh -14.0.
Screening O=C(N/N=C/c1cccc([N+](=O)[O-])c1)C1CC(=O)N(c2ccc(Br)cc2)C1 (stereo not drawn) returned Rad51 HR inh -2.1, Hck Nef HTS 1.5, hK5 inh -8.5, KCC2 mod -0.803, zVAD death inh 0.7, FXIa inh 0.8, TNF death inh -4.2, FXIIa inh -5.2 and Thrombin inh 4.6.
COc1ccc(NC(=O)N(Cc2cccnc2)Cc2ccccc2Cl)c(OC)c1 was read as Rad51 HR inh 10.1, Hck Nef HTS 0.7, KCC2 mod 0.0588, zVAD death inh -0.8 and TNF death inh -0.5.
`CCCNS(=O)(=O)c1ccc(CCC(=O)NCc2ccc3c(c2)OCO3)cc1` gave Rad51 HR inh 2.2, Hck Nef HTS 0.7, hK5 inh -18.5, KCC2 mod -0.225, zVAD death inh -0.3, FXIa inh 9.4, TNF death inh -1.6, FXIIa inh 14.0 and Thrombin inh -1.5.
Screening O=C(CSCc1ccccc1Br)NC1CC1 returned Rad51 HR inh -4.7, Hck Nef HTS -0.8, hK5 inh -0.7, KCC2 mod 1.14, zVAD death inh 0.1, FXIa inh 3.5, TNF death inh 1.2, FXIIa inh 3.7 and Thrombin inh -5.3.
`O=C(c1cc([N+](=O)[O-])ccc1N1CCCC1)N1CCCC1` gave Rad51 HR inh 19.9, Hck Nef HTS -14.2, hK5 inh -8.4, KCC2 mod 0.00714, zVAD death inh -0.2, FXIa inh 4.4, TNF death inh 0.3, FXIIa inh 7.8 and Thrombin inh -2.0.
Screening CCCn1nc2cc(C(=O)NCc3ccccc3OC)ccc2c1OCC returned Rad51 HR inh -1.5, Hck Nef HTS 1.3, hK5 inh -25.7, KCC2 mod -0.477, zVAD death inh 1.0, FXIa inh 15.4, TNF death inh -0.4, FXIIa inh 4.5 and Thrombin inh -0.3.
Screening CCOc1cc(/C=C2/N=C(C)C(C(=O)OC)=C2O)ccc1O returned Rad51 HR inh -14.3, Hck Nef HTS 22.3, hK5 inh 6.9, KCC2 mod 0.328, zVAD death inh 0.6, FXIa inh 5.1, TNF death inh 2.4, FXIIa inh 10.7 and Thrombin inh -6.1.
`CN1CCN(C(=S)c2cn(CCOc3ccccc3F)c3ccccc23)CC1` gave Rad51 HR inh 2.2, Hck Nef HTS 16.5, hK5 inh 1.0, KCC2 mod -1.11, zVAD death inh -2.2, FXIa inh -3.5, TNF death inh 2.8, FXIIa inh 8.4 and Thrombin inh -9.1.
COc1ccc(C2C(C(C)=O)=C(O)C(=O)N2CCCn2ccnc2)cc1 (stereo not drawn) was read as Rad51 HR inh 2.0, Hck Nef HTS 2.3, hK5 inh -9.6, KCC2 mod 0.406, zVAD death inh -0.2, FXIa inh 7.3, TNF death inh -2.4, FXIIa inh 16.6 and Thrombin inh 3.5.
Screening CCOC(=O)Nc1oc2ccccc2c(=O)c1C returned Rad51 HR inh 6.8, Hck Nef HTS 0.8, hK5 inh -7.4, KCC2 mod 0.356, zVAD death inh -0.1, FXIa inh 5.9, TNF death inh -0.7, FXIIa inh 15.4 and Thrombin inh 3.8.
Cc1cc(C)c(S(=O)(=O)NCc2cn3c(C)csc3n2)c(C)c1 was read as Rad51 HR inh -6.5, Hck Nef HTS -1.5, hK5 inh -2.6, KCC2 mod 0.0418, zVAD death inh 0.6, FXIa inh 3.1, TNF death inh -2.0, FXIIa inh 10.9 and Thrombin inh 6.1.
Screening Cc1sc2ncnc(-n3nnc4ccccc43)c2c1C returned Rad51 HR inh 3.7, Hck Nef HTS 22.5, hK5 inh -5.4, KCC2 mod -1.07, zVAD death inh 1.7, FXIa inh 5.0, TNF death inh -1.6, FXIIa inh 3.7 and Thrombin inh -5.9.
`O=C1c2ccccc2NC(c2ccc(-c3cccc(Cl)c3)o2)N1O` (stereo not drawn) gave Rad51 HR inh -7.0, Hck Nef HTS 1.0, hK5 inh -14.1, KCC2 mod 35*, zVAD death inh 0.0, FXIa inh 7.1, TNF death inh -2.2, FXIIa inh 19.0 and Thrombin inh 4.4.
For CC(C)NC(=S)NC(=O)/C=C/c1ccc(F)cc1 the results were Rad51 HR inh 8.7, Hck Nef HTS 0.3, hK5 inh -0.2, KCC2 mod 2.79, zVAD death inh 2.5, FXIa inh 3.2, TNF death inh -3.3, FXIIa inh 5.7 and Thrombin inh 1.9.
CC(C)C(=O)Nc1ccc(Sc2ccc(F)cc2)cc1 was read as Rad51 HR inh -4.5, Hck Nef HTS -1.3, hK5 inh 4.2, KCC2 mod -0.7, zVAD death inh 0.3, FXIa inh -12.9, TNF death inh -1.4, FXIIa inh -2.7 and Thrombin inh -4.6.
Screening COc1cc(C2NC(=O)NC(O)(C(F)(F)F)C2C(=O)c2cccs2)ccc1O (stereo not drawn) returned Rad51 HR inh 3.0, Hck Nef HTS 0.9, hK5 inh -10.0, zVAD death inh -0.6, FXIa inh -13.0, TNF death inh 1.1, FXIIa inh 1.9 and Thrombin inh -7.7.
Screening CCOC(=O)CSc1nc2ccc(NC(=O)CSc3nnnn3Cc3ccccc3)cc2s1 returned Rad51 HR inh -6.4, Hck Nef HTS 6.5, hK5 inh -4.6, KCC2 mod -1.17, zVAD death inh 0.6, FXIa inh 1.6, TNF death inh -0.3, FXIIa inh -0.3 and Thrombin inh -5.1.
Screening CCOc1ccc(NC(=O)C(Cc2ccccc2)NC(=O)C2CCCCC2)cc1 (stereo not drawn) returned Rad51 HR inh 9.0, Hck Nef HTS -5.9, hK5 inh -14.2, KCC2 mod 0.0797, FXIa inh -4.1, TNF death inh 2.8, FXIIa inh 4.7 and Thrombin inh -3.6.
`CCNc1cc(S(=O)(=O)C(F)(F)F)ccc1N` gave Hck Nef HTS 5.9, hK5 inh -16.0, KCC2 mod -1.08, zVAD death inh -0.2, FXIa inh -3.2, TNF death inh -2.3, FXIIa inh 0.1 and Thrombin inh -6.8.
`COc1ccc(C2CC(=O)Oc3c2c(=O)n(C)c2ccccc32)c(OC)c1OC` (stereo not drawn) gave Rad51 HR inh 9.2, Hck Nef HTS 21.6, hK5 inh -3.8, KCC2 mod -2.03, zVAD death inh 1.2, FXIa inh -0.7, TNF death inh 0.6, FXIIa inh 4.2 and Thrombin inh -5.7.
Screening CC1=NN(c2ccc(C(F)(F)F)cn2)C(=O)C1 returned Rad51 HR inh 16.2, Hck Nef HTS 4.6, hK5 inh -36.5, KCC2 mod 0.35, zVAD death inh -0.6, FXIa inh 2.2, TNF death inh -1.7, FXIIa inh -1.8 and Thrombin inh -3.5.
Screening O=Cc1ccc(Oc2cccc(C(F)(F)F)c2)nc1 returned Rad51 HR inh -8.5, Hck Nef HTS 23.7, hK5 inh -5.1, KCC2 mod 0.973, zVAD death inh 6.0, FXIa inh 0.8, TNF death inh 0.0, FXIIa inh 12.5 and Thrombin inh -8.2.

The last 3 entries of the section before come first, to join the parts:
`COc1ccc(C2CC(=O)Oc3c2c(=O)n(C)c2ccccc32)c(OC)c1OC` (stereo not drawn) gave Rad51 HR inh 9.2, Hck Nef HTS 21.6, hK5 inh -3.8, KCC2 mod -2.03, zVAD death inh 1.2, FXIa inh -0.7, TNF death inh 0.6, FXIIa inh 4.2 and Thrombin inh -5.7.
Screening CC1=NN(c2ccc(C(F)(F)F)cn2)C(=O)C1 returned Rad51 HR inh 16.2, Hck Nef HTS 4.6, hK5 inh -36.5, KCC2 mod 0.35, zVAD death inh -0.6, FXIa inh 2.2, TNF death inh -1.7, FXIIa inh -1.8 and Thrombin inh -3.5.
Screening O=Cc1ccc(Oc2cccc(C(F)(F)F)c2)nc1 returned Rad51 HR inh -8.5, Hck Nef HTS 23.7, hK5 inh -5.1, KCC2 mod 0.973, zVAD death inh 6.0, FXIa inh 0.8, TNF death inh 0.0, FXIIa inh 12.5 and Thrombin inh -8.2.
`NNC(=O)COc1cccc(C(F)(F)F)c1` gave Rad51 HR inh 1.7, Hck Nef HTS 18.5, hK5 inh -3.4, KCC2 mod 1.15, zVAD death inh 1.3, FXIa inh -7.7, TNF death inh 2.3, FXIIa inh 2.0 and Thrombin inh -23.2.
For O=C1OCc2cccc3cccc1c23 the results were Rad51 HR inh -3.6, Hck Nef HTS 4.4, hK5 inh -41.4, KCC2 mod 0.773, zVAD death inh -0.2, FXIa inh -3.9, TNF death inh 0.0, FXIIa inh 11.1 and Thrombin inh -0.4.
For CCC1=NNc2cccc3c(OC)ccc1c23 the results were Rad51 HR inh -6.6, Hck Nef HTS 2.1, hK5 inh -15.3, zVAD death inh -4.5, FXIa inh -1.5, TNF death inh -14.2, FXIIa inh 5.4 and Thrombin inh -11.2.
For C1CCC(CNc2c3c(nc4nnnn24)CCCC3)CC1 the results were Rad51 HR inh -4.3, Hck Nef HTS -9.4, hK5 inh -35.9, KCC2 mod 0.0869, zVAD death inh 0.6, FXIa inh -7.6, TNF death inh 1.2, FXIIa inh 2.3 and Thrombin inh -10.9.

Assay outcomes: PubChem BioAssay, several laboratories
